# From PubChem BioAssay
# GAA glycogen mod: qHTS Assay for Inhibitors and Activators of Human alpha-Glucosidase Cleavage of Glycogen; Lysosomal alpha-glucosidase (Homo sapiens), P10253; recombinant GAA, glycogen substrate, Amplex Red glucose oxidase fluorescence; Potency, µM (top dose mostly 76.4 µM), without a hit: at the highest dose activity change, negative = inhibition, most hits filed as inhibitors; 300,000 compounds, 0.38% hits;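 note: 0% = full enzyme reaction and -100% = no-enzyme basal signal; the screen sought inhibitors and activators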
#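 Recombinant human enzyme (4 nM); glycogen substrate; 37 C, 40 min, pH 5.0. Readout: coupled glucose oxidase/Amplex Red fluorescence.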
# HTT ATP protect: qHTS Multiplex Assay to Identify Dual Action Probes in a Cell Model of Huntington: Cytoprotection (ATP); Potency, µM (titrated, usually from 56.4 µM), inactives show cytoprotection (ATP increase), hits mostly activators; 230,000 compounds, 0.14% hits; AID 1471, 2008; PC12 HTT-Q103 induced, cytoprotection, ATP luminescence, 40 h;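 note: % of control where 0% means no effect; nearly all actives have a fitted effect of over 45% in size; toxic huntingtin expression switched on by the ecdysone agonist tebufenozide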
#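 Quantitative HTS on tebufenozide-induced (100 nM) PC12 cells expressing HTTQ103 exon 1–GFP; compounds tested as a concentration series; survival measured via cellular ATP.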
# GoLoco inh red: qHTS Assay for Inhibitors of RGS12 GoLoco Motif Activity (Red Fluorophore). Guanine nucleotide-binding protein G(i) subunit alpha-1 (Homo sapiens), P63096. Gai1:RGS12 GoLoco peptide FP, rhodamine, 10 min. Potency, µM (top dose mostly 61.6 µM), for inactives: top-dose activity, negative = inhibition, usual class: inhibitors. 230,000 compounds, 0.44% hits; active = well fitted inhibition curve with a large enough effect, not every such curve was filed as active; inactive = no such curve, though single readings can be large or run the other way; note: % is set by controls: 0 for no effect and ±100 for the full control effect; nearly all actives have a fitted effect of over 30% in size; many of its hits are not listed in these tables
# Target sequence (P63096 whole entry, looked up): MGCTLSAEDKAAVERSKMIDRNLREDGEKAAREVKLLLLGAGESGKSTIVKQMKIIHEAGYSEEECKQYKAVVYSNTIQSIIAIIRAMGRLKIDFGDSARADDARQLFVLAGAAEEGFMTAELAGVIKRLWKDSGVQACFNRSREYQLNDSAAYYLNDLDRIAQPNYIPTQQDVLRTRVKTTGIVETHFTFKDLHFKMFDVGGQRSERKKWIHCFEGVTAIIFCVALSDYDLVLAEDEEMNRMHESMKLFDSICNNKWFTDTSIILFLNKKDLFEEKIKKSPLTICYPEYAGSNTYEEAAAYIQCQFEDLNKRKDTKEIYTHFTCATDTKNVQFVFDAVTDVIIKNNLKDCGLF
# IMPase Li cell: qHTS Assay for Identifying the Cell-Membrane Permeable IMPase Inhibitors: Potentiation with Lithium | 210,000 compounds, 0.35% hits | Potency, µM (top dose mostly 59.4 µM), inactives show top-dose activity, negative = IMPase inhibition, most hits filed as inhibitors | AID 1457, 2008 | CHO-M1 cells, IP1 TR-FRET (IP-One), carbachol + lithium;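 note: IP1 builds up when IMPase is blocked and the TR-FRET signal falls; plate controls were basal vehicle for no effect and high inhibitor control for full effect; nearly all actives have a fitted effect of over 50% in size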
#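 Lithium-sensitised IP1 accumulation assay; M1-expressing CHO cells treated 30 min at 37C with compound. Competitive antibody detection by time-resolved FRET followed a 10 min room-temperature lysis step.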
# GAA inhib: qHTS Assay for Inhibitors of Human alpha-Glucosidase as a Potential Chaperone Treatment of Pompe Disease; Lysosomal alpha-glucosidase (Homo sapiens), P10253; purified human GAA, 4-MU-alpha-glucoside fluorescence; Potency, µM (doses to about 76.9 µM), for inactives: top-dose activity change, negative = inhibition, usual class: inhibitors; 200,000 compounds, 0.005% hits;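 note: plate controls were uninhibited enzyme wells for no effect and no-enzyme background for full effect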
#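 Compounds are titrated up to 77 uM against 4 nM human enzyme. Substrate 4-methylumbelliferyl-alpha-D-pyranoside (400 uM) reacts 20 min at room temperature in pH 5.0 buffer; liberated 4-methylumbelliferone is read at 440 nm.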
# HttQ103 aggreg: qHTS Multiplex Assay to Identify Dual Action Probes in a Cell Model of Huntington: Aggregate Formation (GFP); 220,000 compounds, 1.1% hits; PC12 HttQ103-GFP aggregates, Acumen cytometry, 40 h; AID 1688, 2009; Potency, µM (highest dose often 46.1 µM), for inactives: at the highest dose activity change, negative = inhibition, usual class: inhibitors; note: % is set by controls: 0 for no effect and ±100 for the full control effect; nearly all actives have a fitted effect of over 60% in size
#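 Quantitative HTS on tebufenozide-induced (100 nM) PC12 cells stably expressing polyQ103 Huntingtin exon 1–GFP. Reduction of bright GFP aggregates, detected by laser scanning cytometry after lysis, identified actives across the titration.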
# GAA spleen mod: qHTS Assay for Inhibitors and Activators of Human alpha-Glucosidase From Spleen Homogenate | Lysosomal alpha-glucosidase (Homo sapiens), P10253 | 240,000 compounds, 0.006% hits | human spleen homogenate, 4-MU-alpha-glucoside fluorescence | AID 2112, 2009 | Potency, µM (doses to about 79.9 µM), without a hit: at the highest dose activity change, negative = inhibition, actives largely listed as inhibitors;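 note: 0% = enzyme with vehicle and -100% = no enzyme basal signal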
#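 Enzyme source: human spleen homogenate, 1 ug/well. Buffer 50 mM citric acid/K phosphate pH 5.0, 0.01% Tween-20. 4-MU-alpha-glucoside 1 mM; 37 C x 40 min; NaOH/glycine stop; fluorescence.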
# An asterisk follows results filed as active; ? = inconclusive; . = no result given; & = joins results of further samples; [ ] = another dose, or the depositor's remark. Unless noted, calls come from the whole dose curve; as a rule, active = well fitted curve in the direction sought with a large enough effect; inconclusive = small, poorly fitted or top-dose-only effect, or another doubt; inactive = no such curve, though single readings can be large; an effect the other way counts as inactive or inconclusive. Potency is the fitted concentration of half-maximal effect.
[1] CC(C)c1ccc(N(C(=O)c2csnn2)C(C(=O)NC(C)(C)C)c2cccnc2)cc1 (stereo not drawn)
[2] O=C(CNC1CCCCC1)Nc1ccc([N+](=O)[O-])cc1C(=O)Nc1ccccc1F
[3] O=C(CN1CCN(c2ccc(F)cc2)CC1)N1CCC(Cc2ccccc2)CC1
[4] CCn1c(SCC(=O)NCc2ccco2)nnc1-c1ccncc1
[5] O=C(NCCN1CCOCC1)c1ccc2c(c1)N(Cc1cccc(F)c1)C(=O)c1ccccc1S2
[6] c1ccc2c(c1)OCCOCCOCCOCCOc1ccccc1OCCOCCOCCO2
[7] Oc1ccc2ccccc2c1CN1CCN(c2ccccc2F)CC1
[8] CSc1ccc(/C=N/NC(=O)c2cccs2)cc1
[9] COc1cc(NC(=S)Nc2ccc(OC(F)F)cc2)cc(OC)c1
[10] COc1ccccc1NC(=O)NC(=O)N(C(C)C)S(C)(=O)=O

Compound | 1 | 2 | 3 | 4 | 5 | 6 | 7 | 8 | 9 | 10
GAA glycogen mod | 2% | -6% | -2% | 16% | 5% | 6% | 4% | -2% | -10% | 7%
HTT ATP protect | -8% | -4% | -13% | 10%[10 µM] | -41%[inhibitor] | 11%[10 µM] | -2% | -6%[10 µM] | -3%[10 µM] | -39%[inhibitor]
GoLoco inh red | 5% | -1% | -5% | 2% | 12% | -6% | -6% | 13% | -2% | 10%
IMPase Li cell | 10% | 3% | 30%[activator][38.3 µM] | -1% | 4% | 11% | 11% | . | . | -3%[38.3 µM]
GAA inhib | 3% | -6% | -5% | 5% | -10% | -1% | 8% | . | . | -4%
HttQ103 aggreg | 16% | -11% | -1% | 12% | 4% | -4% | 31% | 0%[9.22 µM] | -9%[9.22 µM] | -11%
GAA spleen mod | 4% | 0% | -3% | 1% | . | 9% | 4% | 7% | 10% | -3%

[11] O=C(COn1nnc2ccc(Cl)cc21)NCc1ccccc1
[12] CCS(=O)(=O)N1CCN(C(=O)c2ccccc2)CC1
[13] O=c1oc2ccccc2cc1-c1ccc(O)cc1
[14] CC1=C(C(N)=O)C(c2ccc(Cl)cc2Cl)n2ncnc2N1 (stereo not drawn)
[15] O=C1N(Cc2cccc(Cl)c2)C[C@@H]2C[C@@H](c3cccc4cccnc34)N3CCC[C@@]123
[16] CCCCOCCCNC(=O)c1cccs1
[17] CCN1/C(=C/C(C)=O)Sc2ccc(OC)cc21
[18] C=CCSc1nc2sc(C)c(C)c2c(=O)[nH]1
[19] CCOc1cc(C2NC(=O)N(C)C(C)=C2[N+](=O)[O-])ccc1OC(C)=O (stereo not drawn)
[20] N#C/C(=C\c1c[nH]c2ccccc12)C(=O)Nc1ncc(Cc2ccc(Cl)cc2Cl)s1

Compound | 11 | 12 | 13 | 14 | 15 | 16 | 17 | 18 | 19 | 20
GAA glycogen mod | 0% | -2% | 2% | -12% | 21% | 5% | 3% | -4% | -5% | 0%
HTT ATP protect | -1%[4.97 µM] | 7% | . | 8%[10 µM] | -11% | 20%[1.9 µM] | 10% | -11%[10 µM] | -48%[inhibitor] | 18%[10 µM]
GoLoco inh red | 4% | -6% | 11% | -4% | 22% | 1% | 2%&10% | -8% | 9% | 27%
IMPase Li cell | -6%[38.3 µM] | 19%[38.3 µM] | -6% | -10%[38.3 µM] | 15% | 23%[38.3 µM] | 29%[38.3 µM] | 13% | 2% | -6%
GAA inhib | -9% | 2% | ? | -2% | 2% | -5% | 0% | -26% | -3% | -3%
HttQ103 aggreg | -11%[9.22 µM] | -5% | -8% | 3% | -1% | -13% | ? | -8% | 6% | ?
GAA spleen mod | -12% | 0% | -5% | 1% | 4% | -13% | 0%&5% | -1% | 2% | -2%

[21] Cc1ccc(C2C(/C=C3/SC(=S)NC3=O)=C(c3cccs3)Oc3ccccc32)cc1 (stereo not drawn)
[22] O=C(CSc1ncn[nH]1)N(C1CCCCC1)C1CCCCC1
[23] CCOC(=O)C1C(C)=CC(=O)CC1c1ccco1 (stereo not drawn)
[24] Cc1nccc(-c2sc(-c3cccs3)nc2C)n1
[25] CC(OC(=O)c1nsc(Cl)c1Cl)C(=O)NC(C)(C)C (stereo not drawn)
[26] CCOC(=O)CN(C(=O)COc1nc(C)cc(C)c1C#N)c1ccc(Cl)cc1
[27] C=CCN(c1ccc(C(=O)N2CCN(c3ccc(F)cc3)CC2)cc1)S(C)(=O)=O
[28] CCCCSCCCNC(=O)Nc1ccc(CC)cc1
[29] COc1ccc(N2CCN(C(=O)C3CCN(S(=O)(=O)c4cccs4)CC3)CC2)cc1
[30] CCOc1ccc(/C=C2\CCc3ccccc3C2=O)cc1

Compound | 21 | 22 | 23 | 24 | 25 | 26 | 27 | 28 | 29 | 30
GAA glycogen mod | 6% | -2% | -6% | 4% | 5% | 0% | -1% | 2% | 1% | -1%
HTT ATP protect | 3%[10 µM] | 23% | 10% | 16%[10 µM] | 3%[10 µM] | 28%[10 µM] | 13%[10 µM] | -15% | 8% | 8%[10 µM]
GoLoco inh red | 9% | 5% | 10% | 3% | -2% | 10% | -2% | 1% | 1% | 0%
IMPase Li cell | 37%[activator][38.3 µM] | -6%[38.3 µM] | -3%[38.3 µM] | . | 6% | . | -12% | 6% | -6% | .
GAA inhib | -15% | 2% | -14% | . | -8% | . | -1% | 0% | -12% | .
HttQ103 aggreg | ? | -14%[9.22 µM] | -6%[9.22 µM] | -9%[9.22 µM] | 6% | -4%[9.22 µM] | -4% | -31% | -24% | -5%[9.22 µM]
GAA spleen mod | -11% | -18% | -2% | ? | -16% | 5% | 5% | 1% | -4% | -15%

# Rewritten with values under each structure: 5 of the compounds above
# Results follow in this order: GAA glycogen mod	HTT ATP protect	GoLoco inh red	IMPase Li cell	GAA inhib	HttQ103 aggreg	GAA spleen mod
26: CCOC(=O)CN(C(=O)COc1nc(C)cc(C)c1C#N)c1ccc(Cl)cc1
  0%	28%[10 µM]	10%	.	.	-4%[9.22 µM]	5%
23: CCOC(=O)C1C(C)=CC(=O)CC1c1ccco1 (stereo not drawn)
  -6%	10%	10%	-3%[38.3 µM]	-14%	-6%[9.22 µM]	-2%
21: Cc1ccc(C2C(/C=C3/SC(=S)NC3=O)=C(c3cccs3)Oc3ccccc32)cc1 (stereo not drawn)
  6%	3%[10 µM]	9%	37%[activator][38.3 µM]	-15%	?	-11%
28: CCCCSCCCNC(=O)Nc1ccc(CC)cc1
  2%	-15%	1%	6%	0%	-31%	1%
24: Cc1nccc(-c2sc(-c3cccs3)nc2C)n1
  4%	16%[10 µM]	3%	.	.	-9%[9.22 µM]	?

# Next part:
[31] CSc1nc(-c2ccc(N(C)C)cc2)c(C#N)c(=O)n1C
[32] O=C(NCCCn1ccnc1)c1cc(-c2cccs2)on1
[33] O=S(=O)(N/N=C\C=C\c1ccccc1)c1ccc(Br)cc1
[34] CC(C)(C)c1cc[n+](C2=C([O-])c3ccccc3C(=O)/C2=N\S(=O)(=O)c2ccccc2)cc1
[35] Cc1ccc(/C=N/NC(=O)NC2CCCCC2)o1
[36] Cn1c(=O)[nH]c(=O)c2c1nc(SCC(=O)Nc1ccccc1)n2Cc1ccccc1
[37] CCOc1ccc(NC(=O)c2cccnc2Cl)c([N+](=O)[O-])c1
[38] CC1CCN(CC(=O)Nc2ccccc2Sc2ccccc2)CC1
[39] CC(C)(C)c1ccc(C(=O)OCC(=O)Nc2sc3c(c2C#N)CCC3)cc1
[40] COC(=O)c1c(C)c(C)nc(N)c1C#N

Compound | 31 | 32 | 33 | 34 | 35 | 36 | 37 | 38 | 39 | 40
GAA glycogen mod | 2% | 5% | -7% | 0% | -18% | -1% | -4% | 4% | 2% | ?
HTT ATP protect | 8%[10 µM] | -1% | 1% | -14%[10 µM] | -12%[10 µM] | -5% | . | 1%[10 µM] | -15%[10 µM] | -4%
GoLoco inh red | 4% | -21% | 4% | 11% | -1% | 6% | 6% | -10% | 28% | -18%
IMPase Li cell | -4% | 8%[38.3 µM] | -9%[38.3 µM] | . | 30% | 27%[38.3 µM] | 0% | 5% | -26% | ?
GAA inhib | . | -8% | -6% | . | -4% | -11% | -12% | -4% | 5% | -14%
HttQ103 aggreg | 9%[9.22 µM] | -17% | 2% | -1%[9.22 µM] | 10% | 6% | -5% | -10% | 6% | -17%
GAA spleen mod | -4% | 3% | -9% | -12% | -8% | -3% | 7% | 3% | -6% | 17%

[41] CCN(c1ccccc1)S(=O)(=O)c1ccc(Cl)c(NC(=O)COC(=O)c2ccc[n+]([O-])c2)c1
[42] Cc1cc2c(c(SCC(=O)NCCc3ccccc3)n1)C(=O)OC2
[43] O=P(c1ccccc1)(c1ccccc1)c1nc(-c2ccccc2)oc1N1CCOCC1
[44] O=C(NCc1ccccc1Cl)c1cnc2n(c1=O)CCS2
[45] Cn1ncc(N=Cc2ccc([N+](=O)[O-])cc2)c1C(=O)Nc1ccccc1
[46] CC(=O)c1c(C)[nH]c(C(=O)Nc2ccc(Cl)c(S(=O)(=O)N3CCOCC3)c2)c1C
[47] Cc1ccc(Cn2c(Cc3ccccc3)nc3ccccc32)cc1
[48] CCNc1nc(NC(C)CC)nc(Oc2ccc(=O)[nH]n2)n1 (stereo not drawn)
[49] COC(=O)[C@@]1(Cc2ccccc2)[C@H]2c3cc(C(=O)N4CCCC4)n(Cc4ccc(O)c(OC)c4)c3C[C@H]2CN1C(=O)c1ccccc1
[50] Cc1cccc(CN2CCC(C(N)=O)CC2)c1

Compound | 41 | 42 | 43 | 44 | 45 | 46 | 47 | 48 | 49 | 50
GAA glycogen mod | 2% | -5% | 1% | 6% | 8% | 0% | -11%[76.3 µM] | 6% | . | 2%
HTT ATP protect | -27% | 1% | 21%[10 µM] | -4% | -24% | -5%[10 µM] | -6% | 20% | 25% | -27%
GoLoco inh red | 8% | 2% | 12% | 2% | 4% | . | 8% | 3% | 12% | -7%
IMPase Li cell | 7% | -5%[38.3 µM] | . | -14%[38.3 µM] | 8% | . | 6%[38.3 µM] | 21%[38.3 µM] | 8% | 21%[38.3 µM]
GAA inhib | 5% | -5% | . | -7% | 1% | -3% | -2% | -2% | . | 5%
HttQ103 aggreg | 7% | 16% | -28%[9.22 µM] | -3% | 10% | ? | ? | -13% | . | 1%[9.22 µM]
GAA spleen mod | -7% | -2% | 0% | 0% | 6% | -5% | -2% | 4% | -7% | 9%

# This is a subset, so the mix of outcomes need not match the whole.
